Bcl-2 Bim block: inhibitors of Bim-Bcl-2 binding, primary screen, biochemical, multiplexed, human Bcl-2 family | Apoptosis regulator Bcl-2 (Homo sapiens), P10415 | Bead-based flow cytometry, Bim peptide-Bcl-2 binding | inhibition, % at 10 µM | hit rate 0.06% among 190,000 | AID 950, 2007; in the data active = inhibition above about 40%; inconclusive = no clear call, values can overlap the other calls;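 note: 0% = no compound wells with probe peptide and 100% = reference peptide inhibitor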
Target sequence (P10415 whole entry, looked up): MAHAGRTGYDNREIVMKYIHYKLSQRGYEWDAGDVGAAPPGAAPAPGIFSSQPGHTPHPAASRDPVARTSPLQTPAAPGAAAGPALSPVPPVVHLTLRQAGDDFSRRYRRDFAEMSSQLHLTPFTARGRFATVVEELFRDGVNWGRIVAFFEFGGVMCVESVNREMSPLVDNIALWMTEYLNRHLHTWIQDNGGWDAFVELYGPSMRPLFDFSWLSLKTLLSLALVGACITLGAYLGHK
Avidin bead fluor: green autofluorescence of compounds with avidin beads – biophysical, 488/530 nm, flow cytometry, artefact control, profiling panel. compound fluorescence 488/530 nm; hits give high values. fluorescence (KMESF) at 10 µM. hit rate 0.38% among 220,000; in the data active = fluorescence above about 47; note: inactives centre near 10
Bfl-1 Bim block: inhibitors of Bim binding to Bfl-1, primary screen, biochemical, multiplexed, bead-based flow cytometry; Bcl-2-related protein A1 (Homo sapiens), Q16548; Bim-Bfl-1 binding inhibition; inhibition, % at 10 µM; hit rate 0.12% among 190,000;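 note: 0% = wells without compound plus tracer and 100% = blocker peptide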
ABCG2 inh: ABCG2 efflux pump inhibitors, primary screen, multiplex with ABCB1, IgMXP3 cells, flow cytometry; inhibition, % at 6.6 µM; hit rate 0.1% among 190,000; AID 1325, 2008; JC-1 efflux;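 active = inhibition above 80%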;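 note: 0% = DMSO and 100% = nicardipine control wells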
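Test system: IgMXP3 cells (ABCG2) mixed with DDAO far-red-labelled CCRF-Adr cells (ABCB1). Reagent: JC-1 transporter substrate. Compound dosing: single test compound dose, 6.6 µM final. Times: 10 min compound exposure, 25 °C. Detection: flow cytometry of retained JC-1 fluorescence. Read-out basis: efflux inhibition in percent versus controls. Controls: nicardipine and DMSO wells.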
GSH fluor: compound fluorescence on glutathione beads, profiling panel, artefact control, biophysical, 488/530 nm, flow cytometry. GSH beads flow cytometry, compound fluorescence 488/530 nm; hits give high values. fluorescence (KMESF) at 10 µM. hit rate 0.25% among 190,000; in the data active = fluorescence above about 89;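 note: glutathione beads carrying GST-tagged Bcl family fusion proteins plus one bare bead set; values are compound well signal with DMSO vehicle wells as background; inactives centre near 16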
Bcl-W Bim block: inhibitors of Bim binding to Bcl-W, primary screen, biochemical, multiplexed, bead-based flow cytometry. Bim peptide-Bcl-W binding. inhibition, % at 10 µM. Bcl-2-like protein 2 (Homo sapiens), Q92843. hit rate 0.02% among 190,000;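 note: 0% = bound tracer without compound and 100% = peptide blocker; higher means less fluorescent Bim peptide bound to Bcl-W beads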
Target sequence (Q92843 whole entry, looked up): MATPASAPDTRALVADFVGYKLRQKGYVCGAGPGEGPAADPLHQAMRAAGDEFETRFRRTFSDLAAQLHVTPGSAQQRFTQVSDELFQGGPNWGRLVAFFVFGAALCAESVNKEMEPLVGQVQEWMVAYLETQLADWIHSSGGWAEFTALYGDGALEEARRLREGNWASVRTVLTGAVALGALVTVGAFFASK
Bim-Bcl-XL: inhibitors of Bim-Bcl-XL binding, primary screen, biochemical, multiplexed, bead flow cytometry, human Bcl-XL; Bcl-2-like protein 1 (Homo sapiens), Q07817; inhibition, % at 10 µM; hit rate 0.04% among 190,000; Bim peptide-Bcl-XL binding, fluorescence; AID 1007, 2008
Target sequence (Q07817 whole entry, looked up): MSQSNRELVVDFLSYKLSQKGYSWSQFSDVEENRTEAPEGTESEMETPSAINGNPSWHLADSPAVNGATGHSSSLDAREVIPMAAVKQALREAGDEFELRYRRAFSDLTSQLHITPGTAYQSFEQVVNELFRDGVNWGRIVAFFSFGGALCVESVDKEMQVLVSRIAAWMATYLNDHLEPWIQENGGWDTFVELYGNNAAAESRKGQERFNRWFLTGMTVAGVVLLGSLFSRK
RGS4-Gao reg: modulators of RGS4 binding to Galphao, primary screen, biochemical, multiplexed bead flow cytometry | actives lie on both sides | binding response (% of control), % at 10 µM | hit rate 0.33% among 220,000; in the data active = binding response below about 49% or above about 150%; inactive = in between;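 note: fluorescent Galphao activated with aluminum fluoride binding bead-coupled RGS4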
Bcl-B Bim block: inhibitors of Bim-Bcl-B binding, primary screen, biochemical, multiplexed, human Bcl-2 family. Bcl-2-like protein 10 (Homo sapiens), Q9HD36. bead-based flow cytometry, Bim peptide-Bcl-B binding. inhibition, % at 10 µM. hit rate 0.073% among 190,000;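 note: 0% = tracer peptide without compound and 100% = reference inhibitor peptide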
Target sequence (Q9HD36 whole entry, looked up): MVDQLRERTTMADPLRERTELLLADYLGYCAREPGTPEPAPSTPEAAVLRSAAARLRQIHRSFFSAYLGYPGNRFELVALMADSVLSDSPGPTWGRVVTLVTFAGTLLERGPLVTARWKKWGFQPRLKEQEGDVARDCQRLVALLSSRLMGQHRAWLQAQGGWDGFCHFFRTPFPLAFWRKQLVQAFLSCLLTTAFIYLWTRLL
RGS7-Gao: RGS7-Galphao binding modulators, primary screen, biochemical, multiplexed bead flow cytometry. Guanine nucleotide-binding protein G(o) subunit alpha (Homo sapiens), P09471. actives lie on both sides. binding response (% of control), % at 10 µM. hit rate 0.35% among 220,000. AID 1439, 2008; in the data active = binding response below about 49% or above about 150%; inconclusive = no clear call, values can overlap the other calls; inactive = in between;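 note: fluorescent Galphao held in activated GDP-AlF4 state binding bead-coupled RGS7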
ABCB1 block: ABCB1 efflux pump inhibitors, primary screen, cell-based, multiplex, flow cytometry, ABCG2 counter-screen. AID 1326, 2008. inhibition, % at 6.6 µM. ATP-dependent translocase ABCB1 (Homo sapiens), P08183. CCRF-Adr cells, JC-1 efflux. hit rate 0.067% among 190,000; in the data active = inhibition above about 40%;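 note: 0% = vehicle and 100% = reference inhibitor; higher value means more JC-1 retained so stronger ABCB1 efflux block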
Active calls of the source: *; u = inconclusive; x = not tested or not shown. Cut-off read from the data, not from the text of the source, unless noted: active = inhibition above about 40%. No enrichment for hits. Share with any hit: about 1.3%.

Start of the listing, in advance:
SMILES	Bcl-2 Bim block	Avidin bead fluor	Bfl-1 Bim block	ABCG2 inh	GSH fluor	Bcl-W Bim block	Bim-Bcl-XL	RGS4-Gao reg	Bcl-B Bim block	RGS7-Gao	ABCB1 block
CC(=O)CCc1c(C)c2cccc(C)c2[nH]c1=O	-3	12	-7	2	6	10	1	103	-6	102	0.4
O=C(O)Cc1ccc(N=Cc2c(O)ccc3ccccc23)cc1	-4	16	-6	7	17	-4	-9	98	-8	87	1.2

The whole of this part, previewed entries included:
SMILES	Bcl-2 Bim block	Avidin bead fluor	Bfl-1 Bim block	ABCG2 inh	GSH fluor	Bcl-W Bim block	Bim-Bcl-XL	RGS4-Gao reg	Bcl-B Bim block	RGS7-Gao	ABCB1 block
CC(=O)CCc1c(C)c2cccc(C)c2[nH]c1=O	-3	12	-7	2	6	10	1	103	-6	102	0.4
O=C(O)Cc1ccc(N=Cc2c(O)ccc3ccccc23)cc1	-4	16	-6	7	17	-4	-9	98	-8	87	1.2
CCC(=O)NCCc1nc2ccccc2[nH]1	-2	8	-10	0	5	1	-8	99	-7	98	0.2
O=C(c1ccccc1)C(Nc1ccccn1)c1ccccc1 (stereo not given)	-1	10	-5	1	26	0	-2	100	-4	u	0.3
COc1ccccc1OCC(=O)Nc1ccc(N2CCCCC2)cc1	-1	25	-13	8	11	-2	-6	100	-9	99	0.6
CC(/C=N/Nc1nnc(C)c(=O)[nH]1)=C\c1ccccc1	-2	6	-7	0	5	5	2	102	-4	101	-0.2
COc1ccc(NC(=O)CSc2nccn2-c2ccccc2)cc1	u	37	x	8	30	x	x	102	x	102	2.1
Cc1[nH]nc2cn[nH]c12	1	14	1	0	19	-1	-3	100	-2	105	0.1
Cc1cnc(NC(=O)COc2ccccc2Cl)s1	-2	9	-6	53	38	-1	-7	104	-1	104	-0.1
CC(C)CC(=O)NS(=O)(=O)c1ccc(NC(=O)c2ccco2)cc1	-7	11	-8	2	17	0	-2	102	-9	101	0.6
COc1ccc(N2C(=S)NC(C)(C)CC2(C)c2ccc(OC(C)=O)cc2OC(C)=O)cc1 (stereo not given)	-2	5	-6	1	12	-2	0	84	-4	96	0.0
O=C(NCCNCc1ccccn1)c1ccco1	1	9	-2	13	14	1	-1	99	-1	98	0.6
CCCCCOC(=O)Nc1ccc(S(=O)(=O)Nc2cccc([N+](=O)[O-])c2)cc1	28	10	35	4	3	27	35	105	26	104	0.6
Cc1c(C)c2cc(Cl)c(O)c(CN3CCCCC3)c2oc1=O	0	37	-3	1	10	-2	-1	96	-2	95	0.4
[O-][n+]1ccccc1SC/C=C/c1ccccc1	-1	23	-7	0	11	-1	-1	106	-6	105	0.3

Sorted by SMILES length (highest first): some entries from above
SMILES	Bcl-2 Bim block	Avidin bead fluor	Bfl-1 Bim block	ABCG2 inh	GSH fluor	Bcl-W Bim block	Bim-Bcl-XL	RGS4-Gao reg	Bcl-B Bim block	RGS7-Gao	ABCB1 block
CC(/C=N/Nc1nnc(C)c(=O)[nH]1)=C\c1ccccc1	-2	6	-7	0	5	5	2	102	-4	101	-0.2
Cc1c(C)c2cc(Cl)c(O)c(CN3CCCCC3)c2oc1=O	0	37	-3	1	10	-2	-1	96	-2	95	0.4
COc1ccc(NC(=O)CSc2nccn2-c2ccccc2)cc1	u	37	x	8	30	x	x	102	x	102	2.1
[O-][n+]1ccccc1SC/C=C/c1ccccc1	-1	23	-7	0	11	-1	-1	106	-6	105	0.3
CCC(=O)NCCc1nc2ccccc2[nH]1	-2	8	-10	0	5	1	-8	99	-7	98	0.2

The listing continues:
SMILES	Bcl-2 Bim block	Avidin bead fluor	Bfl-1 Bim block	ABCG2 inh	GSH fluor	Bcl-W Bim block	Bim-Bcl-XL	RGS4-Gao reg	Bcl-B Bim block	RGS7-Gao	ABCB1 block
COc1ccc(/C=C/C(=O)Nc2nc(N)n(-c3ccccc3)n2)cc1	-4	14	-8	0	12	-1	-6	102	-8	104	-0.4
CCOC(=O)N1CCN(C(=O)COc2cc(C)c(Cl)c(C)c2)CC1	-4	5	-1	4	24	4	3	94	-2	92	1.0
COc1ccc(C(=O)CN2C(=O)NC3(CCCc4ccccc43)C2=O)cc1OC (stereo not given)	0	7	1	14	65	-1	-6	111	-5	112	4.2
C=CCc1cc(Cl)ccc1OCCCNC(C)C	-2	9	-4	-1	19	-4	-7	101	-3	100	0.2
COc1ccc(S(=O)(=O)N2CCC(CN3C(=O)c4cccc5cccc(c45)C3=O)CC2)cc1	-3	15	0	-2	7	-2	-3	98	-6	100	0.4
Cc1cnc(C(=O)Nc2nnc(C(C)C)s2)cn1	-11	16	-17	4	33	-2	-13	102	-15	104	0.2
CCCN1CNC(=S)N(c2ccccc2OC)C1	-1	9	1	0	16	-1	-3	100	-1	104	0.2
O=C(CCCC(=O)Nc1cccnc1)Nc1cccnc1	-10	38	-22	-5	27	-4	-5	101	-8	101	-0.5
Cc1nc(NCCc2ccccc2)c2oc3ccccc3c2n1	-9	9	-9	4	52	2	1	100	-5	99	0.9
N#CC(c1ccccc1)c1cccc(Cl)n1 (stereo not given)	3	10	5	2	18	-1	-1	102	0	u	0.4
CCn1c(SCC(=O)Nc2c(C)n(C)n(-c3ccccc3)c2=O)nc2c1c(=O)n(C)c(=O)n2C	-5	22	-6	1	11	-1	-1	105	-1	106	0.1
COc1cc(C2C=C(Nc3ccccc3)C(=O)N2c2ccccc2)ccc1O (stereo not given)	-2	9	-4	-4	17	0	-7	94	-7	88	-0.2
O=C(N/N=C/c1cccs1)c1ccc2c(c1)OCO2	-3	5	1	23	10	0	-3	102	1	105	0.1
Brc1ccc2ncnc(NCc3ccco3)c2c1	1	19	1	3	20	1	0	99	0	96	0.3
CCN(CC)CCNC(=O)CCn1c(=S)[nH]c2cc3c(cc2c1=O)OCO3	0	18	0	-1	23	-2	-5	92	-13	93	-2.5
CCCc1nc2sc3c(SCC(=O)NCc4ccco4)ncnc3c2c2c1CCC2	8	19	16	-1	8	12	1	83	6	89	-0.4
COc1cccc(C(=O)Oc2c(Br)cc(Br)cc2/C=N/NC(=O)c2cc(C)[nH]n2)c1	-2	9	-3	0	30	0	1	100	-4	96	-0.3
Cc1ccccc1OCC(O)Cn1c(NCc2ccccc2)nc2c1c(=O)[nH]c(=O)n2C (stereo not given)	-1	13	-10	6	11	3	0	101	-6	100	0.8
CCOC(=O)CSc1ncnc2c1cnn2-c1ccc(C)cc1	11	8	4	0	12	-2	-2	101	8	100	0.1
O=C(C1COc2ccccc2O1)N1CCN(c2ccccc2)CC1 (stereo not given)	-7	35	-18	25	22	0	-5	101	-6	102	1.8
CCn1c(SCc2nc3ccccc3[nH]2)nnc1-c1cnccn1	-4	13	-14	27	30	0	0	103	-1	101	0.4
COc1cc(OC)cc(C(=O)NC(=S)Nc2ccc3c4c(cccc24)CC3)c1	-15	14	-19	0	27	0	-12	104	-14	101	-0.3
CN(C(=S)Nc1ccc(Oc2ccccc2)cc1)c1ccc(O)cc1	-3	6	5	5	17	0	-1	113	-5	110	0.2
COc1ccc(NS(=O)(=O)c2cc(C)ccc2NC(=O)c2cc(C)oc2C)cc1	-1	28	-1	3	25	3	0	101	-1	104	1.1
Cc1cc(C)nc(SCCn2c(N(C)Cc3ccccc3)nc3c2c(=O)n(C)c(=O)n3C)n1	1	34	-1	2	23	-3	-1	102	-2	101	1.1
Cc1ccc(SCCC(=O)NCc2ccco2)cc1	-3	11	-2	-1	14	0	0	100	-1	101	-0.6
Cc1nc(N)nc(-c2ccccc2O)n1	-2	7	-5	3	5	2	0	100	-1	99	0.4
COc1ccc(OC)c(NC(=S)NCCCN2CCOCC2)c1	-6	12	0	17	6	-5	-7	104	-20	99	2.2
CCc1ccc(NC(=O)N(CCOC)C2CCN(C(C)=O)CC2)cc1	-2	27	-3	2	18	-1	-6	85	-4	81	0.2
COC(=O)c1ccc2c(c1)C(C)(C)C(/C=C/c1ccc(OC)c(OC)c1OC)=[N+]2C	4	13	21	0	21	0	0	99	0	103	-0.2
COc1ccc(CNC(=O)C(C#N)c2nc3ccccc3nc2N2CCN(C)CC2)cc1 (stereo not given)	-3	8	-4	2	73	5	-2	99	-4	97	1.4
COc1ccccc1NC(=O)CC1SC(=N)N(c2ccccc2)C1=O (stereo not given)	0	10	-4	6	18	1	0	100	-1	101	-0.3
C=CCc1cccc2cc(NC(C)=O)c(=O)oc12	-1	9	-2	5	28	0	2	96	-1	95	0.3
O=C(c1ccc(-c2cccc(Cl)c2)o1)N1CCN(c2ccc([N+](=O)[O-])cc2)CC1	-5	7	-1	22	8	-5	-7	98	5	96	1.6
CCCCOC(=O)c1cc(C)nc2ccc(Br)cc12	-1	24	2	4	42	4	2	102	4	97	0.6
Cn1c(C(=O)NCc2ccc3c(c2)OCO3)cc2sccc21	-2	5	-13	1	15	0	-2	103	-4	102	-0.1
CC(=O)c1csc(-c2ccccc2)n1	0	11	-4	3	15	-2	0	106	-4	99	1.1
Cc1occc1C(=O)NC1CCCc2ccccc21 (stereo not given)	-10	14	-6	-1	24	2	-2	102	-5	103	-2.4
O=C(N=Nc1c(O)[nH]c2ccccc12)c1ccccc1NS(=O)(=O)c1cccs1	13	7	9	0	7	9	16	104	14	105	-0.2
CC/C(C)=N\NC(=O)CNC(=O)c1ccc(Cl)cc1Cl	-4	21	-6	4	8	-1	-3	100	-7	98	0.7

Sorted by value in ABCG2 inh (ascending): 3 of the compounds above
canonical_smiles	Avidin bead fluor	Bfl-1 Bim block	ABCG2 inh	GSH fluor	Bcl-W Bim block	Bim-Bcl-XL	RGS4-Gao reg	Bcl-B Bim block	RGS7-Gao
Cc1cc(C)nc(SCCn2c(N(C)Cc3ccccc3)nc3c2c(=O)n(C)c(=O)n3C)n1	34	-1	2	23	-3	-1	102	-2	101
Cc1cnc(C(=O)Nc2nnc(C(C)C)s2)cn1	16	-17	4	33	-2	-13	102	-15	104
O=C(N/N=C/c1cccs1)c1ccc2c(c1)OCO2	5	1	23	10	0	-3	102	1	105

Compound activity (PubChem BioAssay)
